Bioassay records from PubChem.
beta cell repl: induces beta-cell replication in MIN6 cells; MIN6 cells proliferation, ATPlite luminescence, 48 h; cells starved in 0.2% serum; 100% = growth in 10% serum; proliferation, % at 10 µM; 0.29% of 330,000 active; AID 2380;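 active means compounds whose signal lies at least 3.5 SD above the mean of all wells on their plate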;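 further: 0% = DMSO-treated cells in low-serum medium and 100% = 10% serum control; some compounds called inactive have numbers as strong as hits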
SENP6 block: blocks the human protease SENP6; Recombinant SENP6 catalytic domain, aminoluciferin luminescence; inhibition, % at 10 µM; 1.8% of 330,000 active;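 active means inhibition above about 50% at the single tested dose, limit read from the data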;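 further: plate controls were DMSO wells with enzyme for no effect and DMSO wells lacking enzyme for full effect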
Target sequence (Q9GZR1 628-1112 limits assumed): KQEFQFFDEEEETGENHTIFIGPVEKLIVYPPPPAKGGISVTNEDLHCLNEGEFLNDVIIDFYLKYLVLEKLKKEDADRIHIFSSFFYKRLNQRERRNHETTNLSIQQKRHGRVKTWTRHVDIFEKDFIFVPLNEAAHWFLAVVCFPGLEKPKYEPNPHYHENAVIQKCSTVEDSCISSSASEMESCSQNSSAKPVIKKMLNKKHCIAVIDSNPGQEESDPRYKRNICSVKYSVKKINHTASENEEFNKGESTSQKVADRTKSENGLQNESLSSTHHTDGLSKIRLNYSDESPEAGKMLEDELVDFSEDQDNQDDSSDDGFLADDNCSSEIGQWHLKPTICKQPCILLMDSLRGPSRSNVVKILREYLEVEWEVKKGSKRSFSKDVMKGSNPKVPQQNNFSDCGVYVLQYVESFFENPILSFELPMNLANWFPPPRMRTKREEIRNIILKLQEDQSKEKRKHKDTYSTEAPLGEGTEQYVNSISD
SENP1 FRET inh: SENP1 (human) catalytic domain inhibition; 0.21% of 360,000 active; recombinant SENP1 catalytic domain, CyPet-SUMO1-YPet FRET cleavage; inhibition, % at 10 µM; Q9P0U3;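 active means inhibition at least 30% at 10 µM, raw YFP signal under a set limit, fluorescence ratio 0.5 to 1.5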;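 further: 0% = enzyme with DMSO and 100% = no enzyme wells; some results filed as inactive read as strong as hits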
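Test system: recombinant human SENP1 catalytic domain, His6-tagged / Medium: pH 8 Tris buffer with EDTA, NaCl, BME, BSA, NP40, catalase / Also added: SUMO1 FRET substrate flanked by Cypet and Ypet, 25 nM / Times: 50 min reaction at room temperature / Signal: FRET, CFP and YFP emission / Control set: no-enzyme low control and enzyme-plus-DMSO high control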
SENP8 block-1: SENP8 protease inhibition; purified SENP8, Z-RLRGG-aminoluciferin cleavage, luminescence; inhibition, % at 10 µM; AID 2540; 1.2% of 330,000 active; Q96LD8; in the data active means inhibition above about 50%
SENP8 block-2: blocks human SENP8 cleavage of Nedd8 substrate; recombinant SENP8, Nedd8 substrate fluorescence; inhibition, % at 20 µM; 0.64% of 360,000 active; AID 602440; in the data active means inhibition mostly above about 40%, no sharp cut-off; inactive means mostly below about 27%
PfGluPho inh: PfG6PD (Plasmodium falciparum) enzyme inhibition; AID 504690; PfGluPho enzyme, NADPH resazurin-diaphorase fluorescence; 0.78% of 350,000 active; inhibition, % at 20 µM;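 active means inhibition reaching at least a set limit at 20 µM in the primary screen, cut at about 59% in these data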;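 further: 0% = DMSO wells with substrate and 100% = DMSO wells lacking glucose-6-phosphate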
SENP7 inh: SENP7 protease inhibition. Q9BQF6. recombinant SENP7, Z-RLRGG-aminoluciferin luminescence, 40 min. inhibition, % at 5 µM. 1.5% of 330,000 active. AID 434973;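 active means inhibition above about 50% at the single test dose, limit read from the data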;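 further: plate controls were DMSO with enzyme for no effect and no enzyme buffer wells for full effect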
Target sequence (Q9BQF6 706-1050 limits assumed): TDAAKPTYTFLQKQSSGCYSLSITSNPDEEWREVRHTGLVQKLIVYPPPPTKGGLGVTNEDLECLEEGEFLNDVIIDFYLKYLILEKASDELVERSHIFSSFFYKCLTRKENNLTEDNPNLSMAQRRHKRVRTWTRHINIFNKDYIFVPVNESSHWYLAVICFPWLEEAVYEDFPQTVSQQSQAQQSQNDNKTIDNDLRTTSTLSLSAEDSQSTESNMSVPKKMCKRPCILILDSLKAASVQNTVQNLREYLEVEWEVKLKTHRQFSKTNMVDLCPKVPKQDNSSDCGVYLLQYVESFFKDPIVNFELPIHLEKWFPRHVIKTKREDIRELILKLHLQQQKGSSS
HKDC1 inhibitor: blocks human hexokinase HKDC1 activity; Q2TB90; recombinant HKDC1, G6PDH/diaphorase resazurin coupled fluorescence; inhibition, % at 20 µM; AID 493160; 0.16% of 340,000 active;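 active means inhibition above about 35% when tested at 20 µM, limit read from the data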;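 further: plate controls were DMSO wells with enzyme for no effect and DMSO wells lacking enzyme for full effect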
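Assay system: recombinant HKDC1 hexokinase; detection: coupled resazurin fluorescence, excitation 525 nm, emission 613 nm; benchmarks: DMSO-plus-enzyme-mix negative control, buffer-substituted positive control; compound dosing: single 20 µM dose; schedule: 90 min at room temperature in dark; also added: glucose plus 1 mM ATP as hexokinase substrates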
UBC13 inh: human UBC13 polyubiquitination inhibition; UBC13 polyubiquitin chain formation, TR-FRET; inhibition, % at 20 µM; 0.47% of 330,000 active; AID 485273; in the data active means inhibition above about 45%, passing the limit was not always enough
Target sequence (P61088 whole entry, looked up): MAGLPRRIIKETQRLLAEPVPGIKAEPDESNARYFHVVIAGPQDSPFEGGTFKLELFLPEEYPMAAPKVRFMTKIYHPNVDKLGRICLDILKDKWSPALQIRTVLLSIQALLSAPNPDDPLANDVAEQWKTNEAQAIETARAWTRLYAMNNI
* marks the source's active call; other numbers are inactive results; nt = not tested or not shown. Compounds were not picked by outcome; about 4% have a hit in one of these screens.

Values run as follows: beta cell repl, SENP6 block, SENP1 FRET inh, SENP8 block-1, SENP8 block-2, PfGluPho inh, SENP7 inh, HKDC1 inhibitor, UBC13 inh
Cc1cc2cc(C)c3nnc(SCC(=O)NCc4ccc5c(c4)OCO5)n3c2cc1C
→ -2, -2, -1, -14, -9, -3, -11, 31, -4
COc1ccc(OC)c(NC(=O)CCc2nnc3ccc(N4CCC(C)CC4)nn23)c1
→ -5, -10, 2, -4, -33, 8, 11, 1, -9
O=C(NC(CO)Cc1ccccc1)c1ccccc1 (stereo not drawn)
→ -3, -7, 1, 2, 0, -6, -2, -10, -4
O=C(O)CC1CCCC(c2ccccc2)C1=O (stereo not drawn)
→ -4, 4, 0, -10, 12, 5, 4, -2, 9
COc1ccc(CC(=O)NCc2nnc(SCC(=O)Nc3ccc(OC)cc3)n2C)cc1
→ -2, -11, 3, -6, 10, 6, 18, -12, 4
O=C(c1ccco1)N1CCC(n2nnc3ccccc32)CC1
→ -1, -5, -1, 2, 27, 3, 5, 0, 1
Cc1ccc(C)c(C(=O)CCC(=O)NNC(=O)Cn2nc(C)cc2C)c1
→ 0, -9, 0, 3, 1, -8, -7, -5, -1
CCCCn1c(N)c(N(CCOC)C(=O)CCCc2nc3ccccc3c(=O)[nH]2)c(=O)[nH]c1=O
→ -3, -12, -1, 10, 0, 6, 1, 2, 4
O=C(CCc1ccccc1Cl)NC1CCCN(c2ccc(C(F)(F)F)cn2)C1 (stereo not drawn)
→ -2, -22, 2, -6, -43, -17, -12, -6, -2
Cc1c(C)n(CC(O)CN2CCOCC2)c2ccccc12 (stereo not drawn)
→ -1, -22, -1, 7, -6, 5, 1, -10, -3
O=C(CSc1ccccc1Cl)c1ccco1
→ -5, 38, -1, 2, -52, 13, -8, 0, -10
CN(C)S(=O)(=O)c1cccc(NC(=O)CCc2nc3sc4c(c3c(=O)[nH]2)CCCC4)c1
→ -1, 4, 0, -1, 2, 3, -1, 3, 34
CC(OC(=O)C1CCCCC1)C(=O)Nc1cccc(Cl)c1 (stereo not drawn)
→ -1, -6, 5, -4, 13, 4, 3, -1, 5
CCN(CC)CCCNc1oc(-c2cccc(Cl)c2)nc1C#N
→ -5, -3, -3, 4, -268, 5, 4, -7, 16
Cc1nn(Cc2ccccc2)c2c1C(c1ccc(Cl)cc1)C(C#N)=C(N)O2 (stereo not drawn)
→ -2, -19, -1, -5, 12, -20, -9, 2, -4
CC1=C(C(=O)OCC(C)C)C(c2cc3c(cc2Br)OCO3)NC(=O)N1C (stereo not drawn)
→ 1, -22, 2, -8, 18, -11, -5, -6, 4
O=C(Nc1nc(-c2cc(F)ccc2F)cs1)C1=NN(c2ccccc2)C(=O)CC1
→ -5, -6, -2, 2, -30, 10, -3, -6, -4
O=C(Nc1cccc(NC(=O)c2ccco2)c1)c1cnccn1
→ 1, -12, 1, -7, 16, -3, -13, 0, -26
O=C(OCc1ccccc1)N1CCC2CC1c1cc(Cl)ccc12 (stereo not drawn)
→ nt, nt, 0, nt, 3, -15, nt, 1, nt
C=CCNC(=O)c1onc(CSc2cccc(OC)c2)c1C(=O)O
→ -1, 3, 2, -5, 10, -4, -4, -5, -9
CCC(C)NCC(=O)Nc1sc2c(c1C(N)=O)CCC2 (stereo not drawn)
→ 1, -7, -3, 6, -25, 0, 10, -1, -8
Cc1cc2[nH]c3c(c[n+](C)c4ccccc34)c2cc1C
→ -6, -12, -11, 0, -399, 55, -5, -1, 64*
CC(C)CNC(=O)C(=O)Nc1ccc2c(c1)N(S(=O)(=O)c1cccs1)CCC2
→ -3, -22, 0, -19, 11, 25, 7, 2, 3
Cc1ccc(OC(=O)c2c(C)nn(-c3ccccc3)c2C)cc1
→ -3, 0, 2, 3, 20, 21, 6, -1, 1
COc1ccc2occ(C(=O)c3cccs3)c2c1
→ 4, 69*, 2, 30, 9, -9, 52*, 1, 9
C=CCON1C(=O)C(=O)N(OCC=C)[C@H]2CCCC[C@H]21
→ -2, 2, 0, 8, 19, 4, -7, -2, -4
C#CC(CC)(CC)NC(=S)Nc1cccc(C(C)=O)c1
→ -6, 3, 2, -9, -4, 2, -5, -4, -1
OCCN1CCN(C(=S)c2ccc(-c3ccccc3)cc2)CC1
→ -1, -8, 4, -3, 14, 66*, 1, -5, -2
CCOc1ccccc1N(C(=O)CNC(=O)c1ccco1)C(C(=O)NC(C)(C)C)c1ccncc1 (stereo not drawn)
→ 2, -10, 1, 2, 8, -1, -1, -7, -1
Clc1cccc(NCc2nnc(SCc3ccc(Cl)cc3Cl)o2)c1
→ -3, -14, 1, -2, 17, 1, 2, 3, 4

(more compounds)
Values run as follows: beta cell repl, SENP6 block, SENP1 FRET inh, SENP8 block-1, SENP8 block-2, PfGluPho inh, SENP7 inh, HKDC1 inhibitor, UBC13 inh
CC(C)NC(=O)N1CCN(c2ccncc2S(=O)(=O)N2CCCCC2)CC1
→ 2, -9, -1, -2, 1, 1, -9, 2, 9
C#CCOCCOCCOCCNc1nc(N2CCOCC2)nc(N2CCN(C(=O)CCCCCCCCCCNC(=O)[C@@H](CCC(=O)O)n3cc(CCCCCN)nn3)CC2)n1
→ 2, -5, 1, -2, 8, -16, -1, 0, 7
Cc1ccccc1N1C(S)=C(C#N)C(=O)NC1c1ccco1 (stereo not drawn)
→ 3, 18, -3, 6, -6, 40, 8, 8, -18
Fc1ccc(CSc2ccc3nnc(-c4ccccn4)n3n2)cc1
→ -5, 18, 1, 13, -70, 1, 4, -1, 0
COC(=O)CN1C(=S)N(c2ccc(OC)cc2)C(=O)C1CC(=O)Nc1ccc(F)cc1 (stereo not drawn)
→ -1, -14, 0, -5, 11, -7, 5, 2, -1
CCN1C(=O)[C@H]2[C@@H](c3ccc(-c4ccc5c(c4)OCO5)c(OC)c3)N[C@@](Cc3ccccc3)(C(=O)OC)[C@H]2C1=O
→ -6, -17, 2, 4, -393, 3, -7, 6, -2
CCCCC1C(C#N)=C(C)NC2=C1C(=O)CC(C)(C)C2 (stereo not drawn)
→ -1, -4, -121, -2, -500, 6, 1, -2, 15
COC(=O)c1ccc(N)c(N=CC2=C(O)CC(C)(C)CC2=O)c1
→ 0, 45, -27, 15, -207, 11, 0, 17, -18
CCOC(=O)CC(=O)CSc1nc2c(c(-c3cccs3)c1C#N)CCC2
→ -1, -3, -29, 3, -25, -11, -5, 9, 24
CCN(CC)CCn1nc2c3c(cccc3c1=O)-c1ccccc1-2
→ -6, -18, -1, -9, -130, -7, -7, -5, -21
CCOC(=O)c1c(C)[nH]c(C)c1C(=O)COC(=O)c1cc(OC)c(OC)cc1OC
→ -1, -18, 1, -6, 8, -10, -9, 22, -5
CCOC(=O)N1CCN(C(=O)Nc2cccc3ccccc23)CC1
→ -3, 52*, -1, 0, -310, -3, 18, 6, -16
COC(=O)c1cc(S(=O)(=O)N2CCCCC2)ccc1N1CCOCC1
→ 2, 1, -1, 9, 4, -1, -6, -3, 5
N#CC(c1ccccc1)c1ccc2c(C(F)(F)F)cc(C(F)(F)F)nc2n1 (stereo not drawn)
→ -5, -3, -13, -9, 32, -6, -7, 2, -51
CC(C)c1ccc(-c2c(C#N)c(N)nc(SCC(=O)N3CCCCC3)c2C#N)cc1
→ -3, -13, -1, 5, -63, 0, 3, -4, 2
Cc1ccc(NC(=O)c2ccc(=O)n(CC(=O)Nc3ccccc3)n2)cc1
→ -3, 4, 2, 1, -7, -5, -3, -3, -6
CCCn1c(C2CC(=O)N(c3cc(OC)ccc3OC)C2)nc2ccccc21 (stereo not drawn)
→ 5, 18, 4, 9, 0, 3, 0, 4, -5
CC1CCCCN1S(=O)(=O)c1ccc(C(=O)Nc2nnc(-c3ccccc3Cl)o2)cc1 (stereo not drawn)
→ -3, -12, 3, -8, 18, -57, 2, 7, -13
Cc1c(NC(=O)CSc2nc3ccccc3c(=O)n2C(C)C)c(=O)n(-c2ccccc2)n1C
→ 1, 1, 2, -2, -4, -17, 2, -2, -2
O=C(NNC(=O)c1ccc(O)cc1O)c1ccc(-c2ccccc2)cc1
→ -3, 21, -8, 21, 10, -14, 12, -11, -1
COc1ccc(CCNC(=O)C2CC(=O)N(c3ccc(C(C)(C)C)cc3)C2)cc1OC (stereo not drawn)
→ 2, -10, 0, -2, -4, -6, 2, -4, -3
COc1ccc(OC)c(NC(=S)NCc2cccs2)c1
→ 1, -12, 0, -1, 4, 1, 6, -11, 10
CN(O)/C=C1\C(=O)Nc2ccccc21
→ -2, -3, 0, -3, 19, 28, 1, -5, -8
O=C1NC(=O)C(CC(=O)N(Cc2cccs2)C2(C(=O)NC3CCCC3)CCCCC2)N1 (stereo not drawn)
→ 0, -6, 0, 1, 18, 2, 4, -5, 20
O=C(Nc1ccc(NC(=O)c2ccc(S(=O)(=O)c3ccccc3)cc2)cc1)c1ccccc1
→ 1, -9, 2, -5, 12, -21, -4, -4, -24
O=C(NCC(c1cccs1)N1CCOCC1)c1cc(S(=O)(=O)N2CCOCC2)ccc1Cl (stereo not drawn)
→ nt, nt, -13, nt, -26, 14, nt, -3, nt
Cc1c(C(=O)NNc2c(Cl)cccc2Cl)n(C)oc1=O
→ 3, -7, 2, 1, 16, 15, 5, -5, 4
O=C(CSc1nnc(C2CC2)n1C1CC1)c1ccc(F)cc1
→ 6, -16, 0, -12, 13, -1, -11, -7, 5
COc1cccc(OC)c1C(=O)Nc1ccc(NC(=O)c2ccco2)cc1
→ -3, -1, 2, 3, -5, 7, 9, -2, -10
O=S(=O)(c1ccccc1F)N1CCN(c2nc(-c3cccnc3)nc3ccccc23)CC1
→ -5, -3, -1, 8, -108, 10, 0, 1, 9

Three compounds out of the list, sorted by SMILES length, rising:
Values run as follows: beta cell repl, SENP6 block, SENP1 FRET inh, SENP8 block-1, SENP8 block-2, PfGluPho inh, SENP7 inh, HKDC1 inhibitor, UBC13 inh
O=C(CSc1nnc(C2CC2)n1C1CC1)c1ccc(F)cc1
→ 6, -16, 0, -12, 13, -1, -11, -7, 5
COc1ccc(CCNC(=O)C2CC(=O)N(c3ccc(C(C)(C)C)cc3)C2)cc1OC (stereo not drawn)
→ 2, -10, 0, -2, -4, -6, 2, -4, -3
O=C(Nc1ccc(NC(=O)c2ccc(S(=O)(=O)c3ccccc3)cc2)cc1)c1ccccc1
→ 1, -9, 2, -5, 12, -21, -4, -4, -24

A few values from the list.
Result for `CCN(CC)CCn1nc2c3c(cccc3c1=O)-c1ccccc1-2` under SENP8 block-1: -9
Result for `CCOc1ccccc1N(C(=O)CNC(=O)c1ccco1)C(C(=O)NC(C)(C)C)c1ccncc1` (stereo not drawn) under SENP7 inh: -1
Result for `C=CCNC(=O)c1onc(CSc2cccc(OC)c2)c1C(=O)O` under SENP6 block: 3
